F508del corr = CFTR F508del correction in bronchial cells | CFBE cells, YFP halide quenching; stimulated with forskolin plus potentiator P3; % fluorescence drop versus neutral controls | AID 720511 | activity (quench increase), % at 7.58 µM | hit rate 0.36% among 350,000;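 active means mean added fluorescence quench of at least 8% versus neutral control, with both replicates also reaching 8%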;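 further: cells transiently co-express mutant CFTR-F508del with the halide-sensitive YFP; corrector assay measuring rescue of mutant channel to the surface after 24 h compound exposure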
miR-122 sensor = miR-122 inhibition in Huh7 cells. activation (reporter increase), % at 12.5 µM. Huh7 miR-122 Renilla luciferase sensor, 48 h; neutral wells = 0, positive control = 100. hit rate 0.3% among 340,000;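 active means mean replicate activation score at least 90 and every replicate individually at or above 90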;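 further: higher luciferase means less miR-122 activity so hits act as miR-122 inhibitors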
INS-1E GSIS act = primary screen for activators of insulin secretion dependent on glucose, INS-1E cells, GLuc reporter luminescence; hit rate 0.61% among 370,000; AID 743287; activation, % at 16.6 µM; INS-1E GLuc reporter insulin secretion, 2-3 h;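 active means lowest replicate activation of at least 40%, so every replicate reaches that level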;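 further: 0% = median of neutral control wells and 100% = median of IBMX positive control wells; some compounds called inactive have numbers as strong as hits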
PAX8 reporter = PAX8 transcriptional activity inhibition; RMG-I TPO-luciferase reporter, SteadyGlo, 24 h; inhibition, % at 12.6 µM; hit rate 1.2% among 360,000;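 active means mean replicate inhibition at least 60% with every replicate also reaching 60%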;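 further: luciferase light reporting Pax8 driven TPO promoter activity; plate controls were median of neutral control wells for no effect and mitoxantrone controls for full effect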
DENV2 CPE rescue = protects cells from dengue virus 2 cytopathic effect; DENV2-infected cells, cytopathic effect rescue, plate reader; CPE inhibition, % at 9.99 µM; hit rate 1.7% among 350,000; AID 651640; in the data active means CPE inhibition above about 20%, passing the limit was not always enough; tested in BHK-21 cells;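 further: 0% = median of neutral control wells and 100% = median of positive control wells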
EWS-Fli block = inhibitors of EWS/Fli oncoprotein transcriptional activity; inhibition, % at 12.6 µM; A673 NR0B1-luciferase reporter, viability-normalised; AID 651661; hit rate 0.67% among 350,000;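 active means mean inhibition of at least 50% after viability correction, with every replicate also passing that limit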;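 further: firefly luciferase signal divided by Alamar Blue viability fluorescence both relative to DMSO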
FN deposit inh = fibronectin deposition inhibition; AH1F fibroblasts, Alexa488-fibronectin deposition fluorescence, overnight; hit rate 0.086% among 350,000; AID 743247; inhibition, % at 12.6 µM;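 active means mean inhibition across replicates of 30% or more, regardless of how many single replicates reach that level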;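 further: positive control wells lacked labelled fibronectin entirely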
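Test system: AH1F fibroblast monolayer depositing Alexa488-labelled fibronectin into matrix. Input: 10000 cells per well. Technique: fluorescence, ex 485 nm, em 525 nm. Buffer or medium: DMEM plus 2% serum, read in PBS. Timing: 1 h cell adhesion before compound, then overnight fibronectin incubation. Compound: single dose, pinned. Read-out basis: inhibition from reduced deposited-fibronectin fluorescence.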
Starred values were filed as active, the others as inactive; . = no result given; & = joins results of further samples; [ ] = remark or other dose. Hits appear at their usual frequency; overall some 3.9% were active at least once.

Values run as follows: F508del corr, miR-122 sensor, INS-1E GSIS act, PAX8 reporter, DENV2 CPE rescue, EWS-Fli block, FN deposit inh
C=C1C(=O)O[C@H]2C[C@H]1[C@@H](OC(C)=O)C/C(C)=C/CC/C(C)=C\CC[C@]2(C)O
 : -3.0, -11.2, ., 111.3*, -18.0, 55.7*, 15.4
CCOC(=O)c1c(C)[nH]c(C(=O)OCC(=O)N2CCN(S(=O)(=O)c3ccc(C)cc3C)CC2)c1C
 : -3.5, -9.2, -4.6, 11.0, 1.4, 8.5, -4.7
O=C(Nc1nc2ccccc2[nH]1)C1CCCO1 (stereo not drawn)
 : 1.4, 3.9, 0.4, ., -5.2, -65.1, .
CNC(=O)c1ccc(NC(=O)C2CCN(S(=O)(=O)c3cccc(C(F)(F)F)c3)CC2)cc1
 : 0.8, -4.3, 11.9, -4.3, 0.9, -0.8, 11.3
CC(=O)Nc1ccc(S(=O)(=O)N2CCC(NC(=O)c3ccccc3)CC2)cc1
 : 0.7, -5.3, -11.7, 4.0, 0.8, -9.5, -6.0
COc1ccc(-c2noc(COC(=O)c3ccco3)n2)cc1OC
 : 1.3, 4.2, 18.1, -11.0, -8.4, -6.1, 13.6
Cc1ccc(C(=O)NNC(=O)Cc2nc3nc(C)cc(C)n3n2)cc1
 : -4.3, ., -1.0, -2.3, -2.3, -4.0, 5.7
C[C@@H]1CN([C@H](C)CO)C(=O)c2cc(C#Cc3ccc(F)cc3)cnc2O[C@@H]1CN(C)C(=O)Nc1ccc(F)cc1
 : 0.9, 0.7[16.7 µM], -7.9, ., 6.8, -23.9, 8.2
COc1ccc(NC(=O)N(C)C[C@H]2Oc3c(NC(=O)c4cnccn4)cccc3C(=O)N([C@@H](C)CO)C[C@@H]2C)cc1
 : -1.5, -5.1[16.7 µM], 8.9, ., 12.9, -15.3, .
C[C@H](CO)N1C[C@H](C)[C@@H](CN(C)C(=O)Nc2ccccc2)Oc2c(NC(=O)c3nc4ccccc4s3)cccc2C1=O
 : -2.1, 16.0[16.7 µM], -11.4, -6.2, -4.2, 13.2, .
CN(C)CC(=O)N1CC[C@H]2[C@@H]1c1cc(-c3ccccc3F)ccc1N(C)[C@H]2CO
 : -1.5, -11.0[16.7 µM], 8.6, 4.9, 21.5*, -16.7, 5.2
O=C(NNc1ncnc2c1cnn2-c1ccccc1)c1cccs1
 : -0.7, ., -11.8, -12.6, -2.4, -3.6, .
c1csc(-c2ccnc3ncnn23)c1
 : ., ., 2.9, 8.1, ., ., -7.3
Cc1cc(Cl)ccc1C(=O)C1CCCN(C(=O)c2ccc3c(c2)OCO3)C1 (stereo not drawn)
 : -1.0, -2.7, -11.6, 8.0, 9.2, 0.0, -0.2
CN(C)CCC1c2ccc(Cl)cc2CCc2cccnc21 (stereo not drawn) (tested in a mixture with another compound)
 : -1.1, ., 20.1, 18.4, 0.6, 16.1, -11.9
O=C(CN1CCOCC1)N1CCCCN2[C@H](CO)[C@@H](c3ccc(C#Cc4ccccc4)cc3)[C@@H]2C1
 : 0.3, -10.3[16.7 µM], -8.6, -13.6, 14.1, -10.0, .
COc1ccc(CNC(=O)C2CC(c3cccc([N+](=O)[O-])c3)=NO2)cc1 (stereo not drawn)
 : 2.4, ., -10.4, -195.8, -3.2, -69.5, -1.8
COC(=O)[C@@H]1[C@@H](CO)[C@@H]2Cn3c(ccc(-c4ccccc4)c3=O)[C@@H]2N1CC1CCCCC1
 : -1.7, -3.7[16.7 µM], -20.8, 37.4, 33.3*, 16.5, .
CCN1CCN(c2ccc(NC(=O)c3ccc(Cl)c(S(=O)(=O)N4CCCC4)c3)cc2)CC1
 : 5.2, 4.4, 32.7, 9.4, -6.4, 17.9, -2.9
CCOc1ccc(NC(=O)Nc2cc(-c3ccccc3)sc2C(=O)OC)cc1
 : ., 7.3, -7.1, -1.6, 5.2, 8.3, 2.7
Cc1c(Cl)cccc1NC(=S)NC1CC1
 : ., ., 4.0, 21.9, ., ., -0.9
CN(C)CCCNC(=O)N1c2ccccc2C=Cc2ccccc21
 : -4.8, 1.8, -13.4, -23.3, -3.4, 3.2, 0.0
CC1(C)Cc2c(sc3nc(-c4ccccc4)oc(=O)c23)CO1
 : ., ., 14.5, 2.9, ., ., 0.6
Cc1cc(F)c(F)cc1C(=O)N1CCCC1
 : 0.3, ., 9.5, -2.6, -0.7, 11.4, 5.0
C/C=C/c1ccc2c(c1)O[C@H](CN(C)S(=O)(=O)c1ccccc1)[C@H](C)CN([C@@H](C)CO)S2(=O)=O
 : -2.0, 267.8*[16.7 µM], -22.6, ., -2.6, 8.1, -5.6
CCO[C@@H]1OC(C(=O)N2CCN(Cc3ccc4c(c3)OCO4)CC2)=C[C@H](c2cn(C(C)=O)c3ccccc23)[C@H]1CCCO
 : 4.3&2.1, -8.7, -26.5, 24.1&13.7, 4.5&6.9, -14.4&12.9, 4.6
COc1ccc(-c2cnc3c(NC=O)cc(-c4ccc(S(C)(=O)=O)cc4)cn23)cc1OC
 : -0.2, -23.9, ., 22.1, -1.9, 5.8, 10.4
COc1ccc(N2CCN(S(=O)(=O)c3ccc(OC)cc3)CC2)cc1
 : 0.6, 2.1, -3.8, ., -2.2, 17.5, .
CC1=C(C(=O)O)N2C(=O)C(NC(=O)c3nn(C)c(C)c3Cl)C2SC1 (stereo not drawn)
 : -0.4, ., 2.1, 12.3, -6.2, -15.0, 5.1
COc1ccc(-c2ccc([C@H]3[C@H](CO)N4CCCCN(C(=O)c5ccc(F)cc5)C[C@@H]34)cc2)cc1
 : -0.9, 23.3[16.7 µM], -14.0, -4.1, ., ., .
COc1ccc(-c2noc3c2-c2nc(-c4ccc(Br)cc4)sc2CC3)cc1
 : 3.3, -2.5, -1.0, 6.1, ., 5.5, 6.5
O=[N+]([O-])c1ccc(-c2nc(NCc3cccnc3)c3ccccc3n2)cc1
 : 1.9, ., 37.2, -8.7, -6.1, 10.3, 4.9
CCOC(=O)c1ccc(-c2ccc3ncnc(NCc4csc(C)n4)c3c2)o1
 : 2.6, -3.6, -28.2, 13.6, 0.9, 8.9, -1.0
COCC(=O)Nc1ccc2c(c1)C(=O)N(C)C[C@@H](OC)[C@H](C)CN(Cc1cc(F)ccc1F)[C@H](C)CO2
 : 0.6, ., -15.4, 20.1, 1.3, -1.3, -10.4
C[C@@H](C(=O)NCc1ccco1)N1C(=O)N2CCc3c([nH]c4ccccc34)[C@@]2(C)C1=O
 : -0.4, -5.9, -13.1, ., 16.0, 7.6, .
Cc1ccc(S(=O)(=O)N(C)c2ccc(C(=O)NCC(c3ccco3)N3CCCC3)cc2)cc1 (stereo not drawn)
 : -3.2, -3.3, -5.9, 9.2, -10.6, 10.3, .
COc1ccc(C(CNC(=O)c2ccc(OCc3ccccc3)cc2)N2CCOCC2)cc1 (stereo not drawn)
 : -1.6, -4.6, ., 12.7, -10.7, 0.4, 0.1
COc1ccccc1NS(=O)(=O)c1cc(NC(=O)CN2C(=O)NC3(CCCC3)C2=O)ccc1C
 : -0.1, ., -6.6, 9.6, -2.0, -5.7, 6.8
O=C(N[C@@H]1C=C[C@@H](CC(=O)N2CCc3ccccc3C2)O[C@H]1CO)C1CCOCC1
 : -1.6, ., 0.4, ., 12.1, -16.5, .
CC1CCCCN1CC(O)COCc1ccccc1 (stereo not drawn)
 : -0.5, 20.5, 0.3, 8.4, -1.2, 11.4, 0.2
COc1cc(NC2=CC(=O)CC(C)(C)C2)cc(OC)c1OC
 : ., 2.3, -0.1, ., ., ., -1.1
O=C(Nc1ccc(F)cc1)Nc1nnc([C@@H]2C[C@H](O)[C@@H](CO)O2)s1
 : 1.6, ., -11.8, -5.8, 8.9, -34.3, -2.3
COc1ccc(NC(=O)Nc2ccc3c(c2)CC(=O)N([C@@H](C)CO)C[C@@H](C)[C@@H](CN(C)C(=O)NC2CCCCC2)O3)cc1
 : 0.4, 7.9[16.7 µM], 0.5, 15.9, 3.6, -6.0, .
O=C(Nc1cc(C(=O)N2CCN(c3ccccc3)CC2)ccc1Cl)c1cccs1
 : 4.3, ., -15.0, 7.4, -2.6, 4.6, 14.9
CCOc1ccc(S(=O)(=O)n2cnc(C)c2)cc1
 : 0.5, -0.2, 8.9, 1.2, -6.6, 7.7, -2.3
COc1ccc(S(=O)(=O)Nc2ccc3c(c2)C(=O)N([C@@H](C)CO)C[C@@H](C)[C@H](CN(C)S(=O)(=O)c2cccs2)O3)cc1
 : -1.7, 7.0[16.7 µM], -6.0, ., 4.9, -10.4, -6.9
COc1ccccc1N1CCN(CC(=O)Nc2cc(C)nn2-c2nc(C)cc(C)n2)CC1
 : -0.3, 3.9, 18.9, 48.6, 2.0, 46.5, 5.7
CN1C[C@@H]2[C@H](c3ccccc31)[C@H](CO)N2Cc1ccccc1
 : -0.2, 4.9[16.7 µM], 18.4, -14.4, ., 4.0, .
CNC(=O)C12CC3CC(CC(Cl)(C3)C1)C2
 : ., ., 53.1, -4.7, ., ., -0.7
CC(C)(C)C(=O)OCc1ccc(C2=CC(=O)CC(C)(C)C2=O)cc1
 : -1.2, -5.0, -22.7, -2.2, 2.2, -13.6, .
COc1cccc(-c2n[nH]nc2C2=CC(=O)C[C@H](c3ccc(F)cc3)C2)c1
 : 3.7, -7.0, 12.1, 1.0, -4.1, 8.5, -8.8
O=C1NC[C@H](Cc2ccc(O)cc2)N(CCc2cccc(F)c2)C1=O
 : 4.2, ., 1.3, 4.0, 9.5, -5.2, -13.9
CC(Oc1ccccc1)C(=O)N1CCN(c2ncccn2)CC1 (stereo not drawn)
 : -2.8, ., 1.7, -8.3, -9.2, -3.6, 6.2
NS(=O)(=O)c1ccc(N2N=C(c3ccccc3)CC2c2ccccc2)cc1 (stereo not drawn)
 : ., ., -34.5, 15.6, ., ., -2.0
COc1cccc(N2CCN(C(=O)/C=C/c3ccco3)CC2)c1
 : -1.8, ., 0.9, 2.4, 1.6, 10.9, -10.3
COc1ccc(CNC(=O)c2noc3c2CCCCC3)cc1
 : ., -14.1, 14.5, ., ., ., 0.0
Cc1ccc(-c2nnc3n2N=C(c2ccccc2)CS3)cc1
 : -1.3, -3.4, 7.2, -21.5, -3.6, 3.7, 12.3
Cc1ccc(CC(=O)NC2CCN(Cc3ccccc3)CC2)cc1
 : 3.8, -0.1, 0.0, 2.5, 1.0, 14.1, 8.6
COc1ccc(NC(=O)N2C[C@H](O)COC[C@H]3O[C@@H](CC(=O)N4CCOCC4)CC[C@@H]32)cc1
 : -0.6, 4.9[16.7 µM], 6.6, 3.9, 2.6, -1.5, -2.6

Quoted at random: 2 records from the list, in no set order.
Values run as follows: F508del corr, miR-122 sensor, INS-1E GSIS act, PAX8 reporter, DENV2 CPE rescue, EWS-Fli block, FN deposit inh
Cc1ccc(CC(=O)NC2CCN(Cc3ccccc3)CC2)cc1
 : 3.8, -0.1, 0.0, 2.5, 1.0, 14.1, 8.6
COc1ccccc1N1CCN(CC(=O)Nc2cc(C)nn2-c2nc(C)cc(C)n2)CC1
 : -0.3, 3.9, 18.9, 48.6, 2.0, 46.5, 5.7

A different layout for part of the listing above:
mol: COc1ccccc1NS(=O)(=O)c1cc(NC(=O)CN2C(=O)NC3(CCCC3)C2=O)ccc1C
  F508del corr: -0.1	miR-122 sensor: .	INS-1E GSIS act: -6.6	PAX8 reporter: 9.6	DENV2 CPE rescue: -2.0	EWS-Fli block: -5.7	FN deposit inh: 6.8
mol: O=C(N[C@@H]1C=C[C@@H](CC(=O)N2CCc3ccccc3C2)O[C@H]1CO)C1CCOCC1
  F508del corr: -1.6	miR-122 sensor: .	INS-1E GSIS act: 0.4	PAX8 reporter: .	DENV2 CPE rescue: 12.1	EWS-Fli block: -16.5	FN deposit inh: .
mol: CC1CCCCN1CC(O)COCc1ccccc1 (stereo not drawn)
  F508del corr: -0.5	miR-122 sensor: 20.5	INS-1E GSIS act: 0.3	PAX8 reporter: 8.4	DENV2 CPE rescue: -1.2	EWS-Fli block: 11.4	FN deposit inh: 0.2
mol: COc1cc(NC2=CC(=O)CC(C)(C)C2)cc(OC)c1OC
  F508del corr: .	miR-122 sensor: 2.3	INS-1E GSIS act: -0.1	PAX8 reporter: .	DENV2 CPE rescue: .	EWS-Fli block: .	FN deposit inh: -1.1
